OPRM1-OPRD1 inv: mu-delta opioid heterodimer inverse agonism | P35372+P41143 | cell-based MOR-DOR heterodimer luminescence | inhibition, % at 9.3 µM | 340,000 compounds, 0.21% hits | AID 504357; in the data active = inhibition above about 22%, passing the limit was not always enough;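 also: 0% = cells with DMSO and 100% = wells without cells with DMSO; values of inactives mirror those of a sister screen read the other way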
Tat export inh: E. coli Tat transport inhibition; 340,000 compounds, 0.036% hits; E. coli MC4100 TorA-mCherry Tat export, fluorescence; inhibition, % at 10 µM;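 active = mean replicate inhibition at least 50% and at least half of replicates individually reaching 50%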;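 also: exported cargo escapes ClpAP degradation while cytoplasmic cargo is degraded and loses fluorescence; 0% = median of neutral control wells and 100% = median of NaSCN control wells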
HTR5A inv ag: HTR5A inverse agonism, opioid heterodimer counter-screen. HTR5A cell line, luminescence. 340,000 compounds, 0.083% hits. AID 504634. P47898. inhibition, % at 9.3 µM; in the data active = inhibition mostly above about 23%, no sharp cut-off; inactive = mostly below about 18%;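 also: 0% = cells with DMSO and 100% = no-cell wells with DMSO; some compounds called inactive have numbers as strong as hits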
Target sequence (P47898 whole entry, looked up): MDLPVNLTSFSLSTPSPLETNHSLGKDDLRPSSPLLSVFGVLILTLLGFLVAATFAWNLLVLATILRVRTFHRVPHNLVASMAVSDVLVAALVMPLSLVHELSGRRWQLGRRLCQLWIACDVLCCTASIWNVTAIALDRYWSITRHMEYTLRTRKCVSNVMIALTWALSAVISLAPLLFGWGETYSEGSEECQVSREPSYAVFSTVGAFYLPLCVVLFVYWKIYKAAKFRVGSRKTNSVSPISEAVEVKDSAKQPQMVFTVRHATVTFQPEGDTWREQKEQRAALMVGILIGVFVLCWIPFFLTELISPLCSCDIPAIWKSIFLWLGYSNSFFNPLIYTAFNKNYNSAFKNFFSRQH
PKA-R2B act: PKA-R2B complex activation. P22694+P31323. PKA-R2B holoenzyme dissociation, Cy5-IP20 fluorescence polarization; R2B truncated from residue 108, S112A mutant; 0% DMSO only, 100% 113 µM cGMP. activation, % at 11.4 µM. 340,000 compounds, 0.079% hits. AID 504700;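 active = activation above a cutoff set at the mean over all compounds plus 3 SD, cut at about 18% in these data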;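 also: higher means more holoenzyme dissociation and a rise in polarization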
Target sequence (P31323 whole entry, looked up, other chains not shown, the tested form may be a part): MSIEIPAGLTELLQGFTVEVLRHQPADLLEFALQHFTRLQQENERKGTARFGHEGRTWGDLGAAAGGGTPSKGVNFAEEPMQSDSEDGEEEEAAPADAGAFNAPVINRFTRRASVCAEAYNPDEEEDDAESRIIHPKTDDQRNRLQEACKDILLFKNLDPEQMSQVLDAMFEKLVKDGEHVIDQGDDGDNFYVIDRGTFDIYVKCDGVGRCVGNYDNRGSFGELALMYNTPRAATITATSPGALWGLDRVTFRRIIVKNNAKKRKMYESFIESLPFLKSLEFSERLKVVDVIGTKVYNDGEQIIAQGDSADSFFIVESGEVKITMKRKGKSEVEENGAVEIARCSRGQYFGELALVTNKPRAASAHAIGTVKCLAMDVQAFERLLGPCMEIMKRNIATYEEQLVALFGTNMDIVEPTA
PfHsp90 yeast 2: growth inhibition of yeast expressing Plasmodium Hsp90 | S. cerevisiae expressing PfHsp90, BacTiter-Glo ATP, 48 h; yeast lacking PDR1 and PDR3 efflux regulators | inhibition, % at 9.4 µM | 310,000 compounds, 0.32% hits;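 active = every replicate shows inhibition above about 80%, whatever the replicate mean, limit read from the data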;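 also: 0% = DMSO neutral controls and 100% = 20 µM radicicol positive controls; yeast relying on Plasmodium falciparum Hsp90 in place of its own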
SUMO Mot1 rescue: inhibitors of SUMOylation pathway: yeast Mot1-301 growth rescue | S. cerevisiae Mot1-301 growth rescue, ATP luminescence, 38.5C; percent above DMSO median, 100 means doubled | growth rescue, % at 18.8 µM | 320,000 compounds, 1% hits | AID 2716;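 active = every valid replicate shows activation above 250% relative to neutral control wells; inactive = the rest, any valid replicate at or below 250%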;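 also: OY570 slx delta 5 strain wells were the positive control but not used for scaling; some compounds called inactive have numbers as strong as hits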
PKA-R1A act: activates the PKA-R1A holoenzyme complex. AID 504707. PKA-R1A dissociation, Cy5-IP20 fluorescence polarization; scaled: DMSO 0%, 113 µM cGMP 100%. activation, % at 11.4 µM. 340,000 compounds, 0.083% hits;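 active = percent activation above the mean of all tested compounds plus 3 SD, cut at about 19% in these data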;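 also: higher means more PKAc released from R1A so a rise in polarization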
phage Ecoli inh: E. coli growth loss with phage present; 360,000 compounds, 0.26% hits; growth absorbance; inhibition, % at 11.9 µM; in the data active = inhibition above about 11%
Ecoli viability: counter-screen for AddAB inhibitors: E. coli growth inhibition. inhibition, % at 11.9 µM. E. coli V3065 growth, OD600 absorbance, 18 h. 330,000 compounds, 0.27% hits;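 active = inhibition above the campaign's mean inhibition across all tested compounds plus 3 SD, cut at about 9.9% in these data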;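 also: uninfected addAB+ strain grown without phage in ampicillin broth; 0% = DMSO wells and 100% = ciprofloxacin 0.95 µg/ml wells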
OPRM1-OPRD1 ag: agonists of human mu-delta opioid receptor heterodimerization. activation, % at 9.3 µM. 340,000 compounds, 0.3% hits. cells, OPRM1-OPRD1 heterodimerization, luminescence. P35372+P41143. AID 504326; in the data active = activation above about 18%;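 also: 0% = vehicle-treated cells and 100% = reference agonist; values of inactives mirror those of a sister screen read the other way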
AddAB inh: less growth of phage-infected E. coli with AddAB. 330,000 compounds, 0.29% hits. E. coli expressing H. pylori AddAB, absorbance growth. inhibition, % at 11.9 µM; in the data active = inhibition above about 12%;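 also: 0% = vehicle wells of infected cells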
* hit, by the source's call; . = no result given.

SMILES	OPRM1-OPRD1 inv	Tat export inh	HTR5A inv ag	PKA-R2B act	PfHsp90 yeast 2	SUMO Mot1 rescue	PKA-R1A act	phage Ecoli inh	Ecoli viability	OPRM1-OPRD1 ag	AddAB inh
CCCCc1ccccc1NC(=S)NC1CCCC1	-3	2	15	-2	-36	0	-3	1.6	.	0.5	.
CC(=O)c1cc(CC(=O)N2CCc3c([nH]c4ccccc34)C2c2ccccn2)cs1 (centres undefined)	-3	-9	-10	7	-29	-16	-4	2.3	3.2	0.6	3.7
COC(=O)c1cccc(N2C(=O)C3CC=CCC3C2=O)c1 (centres undefined)	-3	-7	4	7	-32	-11	10	0.8	-0.6	0.4	4.3
CCOc1ccccc1C=NNC(=O)C1CC1	19	5	-6	-2	.	.	8	1.0	.	-3.6	.
COc1ccc(C2=C(Nc3ccc(C)cc3)c3ccccc3C2=O)cc1	-12	-2	8	-4	18	-19	11	2.2	-1.4	2.1	0.3
CCOC(=O)N1CCC(N2CCCC(C(=O)c3ccccc3OC)C2)CC1 (centres undefined)	8	-4	-5	1	8	-7	-11	2.4	-2.1	-1.5	-2.0
CCCCOc1ccc(S(=O)(=O)N2CCCCCC2)cc1	-32	8	-8	3	.	20	-1	1.8	1.4	5.3	1.0
COc1cccc2cc(C(=O)NCc3ccccc3)c(=N)oc12	13	-14	3	2	-10	15	-2	2.6	-1.4	-2.5	-0.4
COc1cccc(C(=O)NC2CCN(CC(=O)Nc3cccc(C)c3C)CC2)c1	8	2	19	4	1	-5	5	4.1	1.0	-1.6	3.5
O=C(Cc1ccccc1)NNC1=NS(=O)(=O)c2ccccc21	11	0	19	-5	6	17	3	3.0	0.2	-2.2	3.8
COc1cccc(NC(=O)c2cc(Cl)nnc2Cl)c1	-11	23	-15	-2	-20	-18	-9	4.5	4.4	1.6	3.5
COCCN(CCOC)Cc1c(O)ccc2c3c(c(=O)oc12)CCC3	15	2	-9	10	-10	1	-2	1.5	1.7	-2.4	0.7
O=C(CN1CCN(Cc2ccccc2)CC1)Nc1ccc(F)c(F)c1	-1	-7	12	-12	-10	-14	0	-3.7	.	0.1	.
O=C(Nc1cc(Cl)ccc1Oc1ccccc1)C1=COCCO1	4	1	-16	-20	-45	12	1	3.6	0.4	-0.7	-0.3
COc1ccc(O)c(/C=N/Nc2nc(C)cc(-c3ccccc3)n2)c1	-6	-2	-3	-6	-5	-2	-9	1.3	-2.3	1.1	-2.5
O=C(N/C(=C/c1ccc([N+](=O)[O-])cc1)C(=O)N1CCCC1)c1ccccc1	6	-6	-22	1	16	216	-6	1.8	0.2	-1.2	2.3
Brc1ccc(/C=N/Nc2nc3ccccc3o2)cc1	-8	2	-12	7	15	-2	-2	-0.1	-2.0	1.8	-3.7
CCC(=O)c1ccc(OCC(=O)NCC2COc3ccccc3O2)cc1 (centres undefined)	4	-4	-8	-1	-16	-9	-5	1.9	0.9	-1.0	0.4
Nc1nonc1-n1nnc(C(=O)N/N=C/c2ccncc2)c1CSc1ccc(Cl)cc1	1	9	-10	-15	-22	9	-1	3.3	-1.9	-0.2	1.4
CCOP(=O)(OCC)C1NC(=O)N(c2ccccc2)C1=O (centres undefined)	4	0	-24	4	2	-3	7	0.8	0.3	-0.9	-0.7
COc1cc(/C=N/NC(=O)CSCc2ccc([N+](=O)[O-])cc2)cc(OC)c1OC	7	-3	9	0	58	9	-8	5.4	0.9	-1.4	0.2
CCNC(=S)Nn1cnc2ccccc21	9	-1	0	-5	10	10	7	0.8	-1.5	-1.9	-0.9
O=C(NCc1cnn(-c2ccccc2)c1)C1CCC(=O)N(C2CC2)C1 (centres undefined)	7	-10	-9	-9	0	-2	-17	3.4	-0.9	-1.2	0.6
CCOC(=O)C1=C(CC)OC(N)=C(C#N)C1c1ccsc1 (centres undefined)	6	-3	-41	-10	2	-10	-9	4.8	-1.3	-1.2	3.7
CC(=O)c1ccc(NC(=O)CSC2=NS(=O)(=O)c3cc(Cl)ccc3N2)cc1	10	-12	-9	-1	-25	-10	12	2.8	2.0	-1.6	-0.4

As a working copy, some entries already given:
SMILES	OPRM1-OPRD1 inv	Tat export inh	HTR5A inv ag	PKA-R2B act	PfHsp90 yeast 2	SUMO Mot1 rescue	PKA-R1A act	phage Ecoli inh	Ecoli viability	OPRM1-OPRD1 ag	AddAB inh
CCOP(=O)(OCC)C1NC(=O)N(c2ccccc2)C1=O (centres undefined)	4	0	-24	4	2	-3	7	0.8	0.3	-0.9	-0.7
COc1cc(/C=N/NC(=O)CSCc2ccc([N+](=O)[O-])cc2)cc(OC)c1OC	7	-3	9	0	58	9	-8	5.4	0.9	-1.4	0.2
CCNC(=S)Nn1cnc2ccccc21	9	-1	0	-5	10	10	7	0.8	-1.5	-1.9	-0.9
O=C(NCc1cnn(-c2ccccc2)c1)C1CCC(=O)N(C2CC2)C1 (centres undefined)	7	-10	-9	-9	0	-2	-17	3.4	-0.9	-1.2	0.6
CCOC(=O)C1=C(CC)OC(N)=C(C#N)C1c1ccsc1 (centres undefined)	6	-3	-41	-10	2	-10	-9	4.8	-1.3	-1.2	3.7
CC(=O)c1ccc(NC(=O)CSC2=NS(=O)(=O)c3cc(Cl)ccc3N2)cc1	10	-12	-9	-1	-25	-10	12	2.8	2.0	-1.6	-0.4

Reformatted with bars between the fields: 2 of the compounds above
canonical_smiles | OPRM1-OPRD1 inv | Tat export inh | HTR5A inv ag | PKA-R2B act | PfHsp90 yeast 2 | SUMO Mot1 rescue | PKA-R1A act | phage Ecoli inh | Ecoli viability | OPRM1-OPRD1 ag | AddAB inh
Brc1ccc(/C=N/Nc2nc3ccccc3o2)cc1 | -8 | 2 | -12 | 7 | 15 | -2 | -2 | -0.1 | -2.0 | 1.8 | -3.7
CCC(=O)c1ccc(OCC(=O)NCC2COc3ccccc3O2)cc1 (centres undefined) | 4 | -4 | -8 | -1 | -16 | -9 | -5 | 1.9 | 0.9 | -1.0 | 0.4

Next records follow.
SMILES	OPRM1-OPRD1 inv	Tat export inh	HTR5A inv ag	PKA-R2B act	PfHsp90 yeast 2	SUMO Mot1 rescue	PKA-R1A act	phage Ecoli inh	Ecoli viability	OPRM1-OPRD1 ag	AddAB inh
O=C(Cn1ncc2c3ccccc3n(Cc3ccccc3)c2c1=O)NC1CCCC1	-1	3	20	4	17	-10	-5	2.2	0.3	0.1	3.8
CC(C)NC(=O)c1nc2ccccc2s1	1	3	6	0	.	133	6	3.6	3.5	-0.1	2.9
Cc1c(OCC(=O)NCCCN2CCCC2=O)ccc2c3c(c(=O)oc12)CCCC3	3	6	-1	3	-2	-10	2	0.3	-0.4	-0.5	0.1
Cc1ccc(NC2=C(Cl)C(=O)OC2OC(=O)c2ccc(C)cc2)cc1 (centres undefined)	-40	5	-8	-8	17	27	-10	4.1	1.8	7.1	4.8
CCCn1c(-c2nonc2N)nc2ccccc21	-18	0	7	8	.	-20	11	1.4	0.0	3.1	1.3
Cc1c(C(=O)NCCC2=CCCCC2)cccc1[N+](=O)[O-]	5	-1	-3	-2	0	12	10	1.6	0.7	-0.9	1.0
CCN(CC)C(=S)SCC(=O)Nc1nc(-c2ccccc2)c(-c2ccccc2)o1	-13	5	-1	-11	-13	-7	-2	3.9	-1.5	1.8	-0.7
Cc1cccc(N2C(=O)CCC2=O)c1	11	1	10	0	.	84	2	1.2	-0.7	-1.8	3.8
CC(C)=CCN1CCN(Cc2coc3ccc(C)cc3c2=O)CC1CCO (centres undefined)	3	20	4	-16	-1	2	-5	1.2	1.0	-0.6	1.8
CCOc1ccc(OCCCN(C)C)cc1	14	-4	-15	-17	-10	9	-2	-0.5	-0.5	-2.4	-0.8
O=C1c2ccccc2C(Nc2ccc3c(c2)OCCO3)N1c1ccccn1 (centres undefined)	18	6	1	2	-11	-20	-4	0.0	1.2	-3.5	7.5
CCCCOc1ccc(CSC(=N)N)cc1[N+](=O)[O-]	2	-10	-8	8	-10	-10	6	3.0	10*	-0.4	8.4
COc1ccc(NC(=O)CC2C(=O)NC3CCCCC3N2C(=O)c2ccc(F)cc2)cc1 (centres undefined)	-14	2	-32	6	14	246	2	4.1	1.7	2.2	1.8
COc1ccc(S(=O)(=O)NC(C)C)cc1C(=O)N1CCOCC1	17	-1	1	-3	.	2	-6	1.6	-0.9	-3.6	-2.9
CCCCNC(=O)C1CCN(Cc2ccc(OCc3ccccc3)c(OC)c2)CC1	-1	6	-13	3	14	-6	-4	-1.0	1.4	0.2	5.3
COC(=O)c1ccc(C(=O)Nc2ccc(F)cc2)cc1	13	-11	-26	-5	-5	-12	-1	2.0	2.4	-2.3	2.8
Cc1ccc(S(=O)(=O)CCC(=O)OCC(=O)c2c[nH]c3ccccc23)cc1	-2	3	-4	8	9	-10	-4	3.3	-2.1	0.3	2.8
O=[N+]([O-])c1ccccc1S(=O)(=O)Nc1ccc(S(=O)(=O)Nc2nccs2)cc1	-13	-10	2	0	-1	-11	-2	6.7	5.7	1.7	9.0
CC(Cc1c[nH]c2ccccc12)C(=O)N1CCN(c2ccccc2F)CC1 (centres undefined)	7	8	15	-5	6	12	2	2.3	-1.7	-1.5	0.8
CCOC(=O)c1nn(-c2ccccc2)c(=O)cc1OCC(=O)Nc1cc(C)ccc1OC	9	-8	9	7	30	-1	-3	4.3	0.9	-1.4	0.4
CCOC(=O)c1sc2nc(CC(=O)OC)nc(NCC(=O)OC)c2c1C	15	1	3	2	0	-10	6	-0.6	0.8	-2.7	1.3
COc1cc(C2C(C(=O)c3cc4ccccc4o3)=C(O)C(=O)N2CCN2CCOCC2)ccc1OCCC(C)C (centres undefined)	9	11	10	-2	-10	.	-10	-0.3	.	-1.3	.
CC(C)(C)n1nnnc1C(c1cccs1)N1CCCc2ccccc21 (centres undefined)	-7	1	-4	-2	-21	5	-1	1.3	0.7	1.3	-1.7
CCN(C(=O)c1ccc2c(=O)n3c(nc2c1)CCCCC3)c1ccccc1C	17	4	9	3	4	-24	-5	2.8	1.0	-3.4	1.8
CCOc1cc(CNc2ccc(S(N)(=O)=O)cc2)cc(Cl)c1OC	6	0	-18	-8	14	-2	-15	2.7	-0.2	-1.2	0.7
CCOC(=O)Cc1csc(NC(=O)/C=C\c2ccccc2Cl)n1	.	9	.	.	-6	5	.	7.3	2.6	.	4.3
Cc1sc2nc(C(C)C)nc(SCC(=O)N3CCOCC3)c2c1C	-7	4	-3	-2	-10	4	-4	2.0	2.3	1.0	4.0
